Rv3671c inh – inhibits the M. tuberculosis serine protease Rv3671c. P9WHR9. inhibition, % at 5.96 µM. actives 0.048% (n = 320,000); in the data active = inhibition above about 38%;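 note: extracellular domain of Rv3671c used as enzyme; 0% = enzyme with DMSO and 100% = no enzyme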
Target sequence (P9WHR9 whole entry, looked up, the tested form may be a part): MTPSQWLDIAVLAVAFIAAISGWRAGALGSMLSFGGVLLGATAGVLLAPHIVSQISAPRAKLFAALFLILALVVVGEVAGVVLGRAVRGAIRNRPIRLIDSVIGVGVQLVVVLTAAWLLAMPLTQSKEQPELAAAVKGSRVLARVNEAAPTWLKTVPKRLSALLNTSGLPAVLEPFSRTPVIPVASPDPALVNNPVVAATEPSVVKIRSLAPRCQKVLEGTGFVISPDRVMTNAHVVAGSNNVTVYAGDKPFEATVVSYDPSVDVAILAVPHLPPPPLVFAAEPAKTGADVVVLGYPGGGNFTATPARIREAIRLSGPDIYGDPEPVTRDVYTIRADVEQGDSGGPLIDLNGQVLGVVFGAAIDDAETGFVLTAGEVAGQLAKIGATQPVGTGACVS
FadD28 FP inh – blocks FadD28 binding to the bisubstrate probe. fluorescence polarization. inhibition, % at 12.5 µM. actives 0.22% (n = 360,000); in the data active = inhibition above about 8.5%, passing the limit was not always enough; inconclusive = no clear call, values can overlap the other calls
PrPC surface inh – reduces human prion protein on the cell surface; AID 720596; cell surface PrPC, TR-FRET read-out; P04156; actives 0.43% (n = 370,000); inhibition, % at 13.8 µM; in the data active = inhibition above about 24%; note: 0% = median of the test wells and 100% = reference compound wells
Mtb UGM inh – inhibitors of M. tuberculosis UDP-galactopyranose mutase; actives 0.06% (n = 320,000); inhibition, % at 10 µM; purified UGM, fluorescence polarization probe displacement; P9WIQ1; in the data active = inhibition above about 10%, passing the limit was not always enough; inconclusive = no clear call, values can overlap the other calls
Target sequence (P9WIQ1 whole entry, looked up): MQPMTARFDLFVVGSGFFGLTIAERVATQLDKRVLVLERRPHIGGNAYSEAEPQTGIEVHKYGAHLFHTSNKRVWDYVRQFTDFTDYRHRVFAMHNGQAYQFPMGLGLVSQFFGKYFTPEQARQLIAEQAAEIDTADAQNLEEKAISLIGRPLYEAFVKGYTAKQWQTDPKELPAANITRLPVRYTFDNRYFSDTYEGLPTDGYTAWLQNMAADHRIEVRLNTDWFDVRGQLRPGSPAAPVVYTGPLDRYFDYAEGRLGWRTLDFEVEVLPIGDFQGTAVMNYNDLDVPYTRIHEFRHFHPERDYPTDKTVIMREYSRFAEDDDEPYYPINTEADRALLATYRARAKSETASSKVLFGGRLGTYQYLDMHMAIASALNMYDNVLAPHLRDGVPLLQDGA
BoNT F protease – inhibitors of Botulinum neurotoxin F light chain protease; actives 0.22% (n = 360,000); inhibition, % at 10 µM; Multiplex microsphere protease cleavage assay, flow cytometry; AID 588497; in the data active = inhibition above about 35%, passing the limit was not always enough; inconclusive = no clear call, values can overlap the other calls; note: plate controls were buffer without enzyme for full effect and enzyme alone for no effect
Mtb BioA inh – blocks M. tuberculosis BioA enzyme activity; purified M. tuberculosis BioA enzyme, plate reader; inhibition, % at 9.99 µM; actives 0.096% (n = 360,000); AID 602481; in the data active = inhibition above about 40%; inconclusive = no clear call, values can overlap the other calls
MazF activator – activators of E. coli MazEF toxin-antitoxin RNase | P0AE70 | FAM/BHQ RNA-DNA oligo cleavage fluorescence, 5 h | activation, % at 20 µM | actives 0.32% (n = 350,000) | AID 504720; in the data active = activation above about 50%
Target sequence (P0AE70 whole entry, looked up): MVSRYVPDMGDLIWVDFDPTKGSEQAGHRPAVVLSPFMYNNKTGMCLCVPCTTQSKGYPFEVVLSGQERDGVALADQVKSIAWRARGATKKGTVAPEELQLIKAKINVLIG
FBA Mtb inh – Mtb fructose-bisphosphate aldolase inhibition; purified M. tuberculosis FBA, fluorescence read-out; inhibition, % at 1 µM; actives 2.3% (n = 360,000); AID 588726; in the data active = inhibition above about 27%;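 note: 0% = vehicle and 100% = reference inhibitor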
GDH-TPI counter – counter-screen for M. tuberculosis FBA inhibitors: GDH-TPI coupled enzymes. GDH-TPI coupled enzyme counterscreen, NADH absorbance. inhibition, % at 4.8 µM. actives 1.2% (n = 360,000); in the data active = inhibition above about 30%;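 note: 0% = DMSO wells and 100% = wells lacking the enzyme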
Active calls of the source: *; ? = inconclusive; . = no result given; & = joins results of further samples.

SMILES	Rv3671c inh	FadD28 FP inh	PrPC surface inh	Mtb UGM inh	BoNT F protease	Mtb BioA inh	MazF activator	FBA Mtb inh	GDH-TPI counter
COc1ccc(C(CC(=O)O)NC(=O)OC(C)(C)C)cc1 (stereo not given)	5	-2.5	-2	0.0	?	-1.4	9	2	0
COc1ccccc1CNC(=O)C(NS(=O)(=O)c1ccc2c(c1)oc(=O)n2C)C(C)C (stereo not given)	-1	0.0	3	3.0	-6	-1.6	3	4	6
CC(C)(C)CN1C(=O)C(=O)NC[C@H]1Cc1cccc2ccccc12	3	-1.9	-3	-0.5	-6	-0.6	4	0	7
CCN(Cc1ccccc1)C(=O)Cn1c(C(C)O)nc2ccccc21 (stereo not given)	-5	-3.4	3	1.8	-1	.	5	-4	-11
CC(C)NC(=O)N(C)C[C@H]1OCCCC[C@@H](C)Oc2ccc(N(C)C)cc2C(=O)N([C@H](C)CO)C[C@@H]1C	.	-0.3	-3	.	-10	-0.1&-1.4&-3.3	.	4	.
O=C(N/N=C\C=C\c1ccc(Br)cc1)c1ccc2c(c1)OCO2	-7	-0.8	-1	-1.2	-2	-1.5	-26	0	10
Cc1ccc2c(c1)C1CN(C)CCC1N2C(=O)c1cccs1 (stereo not given)	6	-2.9	9	2.1	-8	.	-3	3	-6
Fc1ccc(C2c3cccn3CCN2C(=S)Nc2cccc(Br)c2)cc1 (stereo not given)	-6	-8.3	4	-1.6	-2	-2.9	2	1	-11
Cc1cc(=O)c2n(Cc3ccccc3Cl)nc[n+]2[nH]1	-5	-4.0	-5	-1.3	-8	-0.4	5	2	-5
CC1=C(C(=O)Nc2ccc(C)cc2)C(c2ccc(C)o2)C2=C(CC(C)(C)CC2=O)N1 (stereo not given)	1	-2.8	-4	-1.4	-11	1.4	-7	-1	7
Cc1ccc(C)c(NC2=CC(=O)CC(C)(C)C2)c1C#N	3	-0.1	0	-0.2	-17	-1.7	-1	-5	2
Cc1cc(S(=O)(=O)N2CCCC(C)C2)ccc1-n1cnnn1 (stereo not given)	9	0.2	5	-1.3	-4	-2.0	5	-2	1
Cc1cc(C)n(-c2cccc(Cl)c2C#N)n1	6	-1.9	11	-2.0	.	-0.2	2	9	1
O=C(NCc1ccco1)C1CCN(S(=O)(=O)c2ccc(-n3cnnn3)cc2)CC1	3	-0.5	-3	-2.8	-8	0.2	1	-3	5
Cc1ccc(Nc2nc(N)nc(CCl)n2)c(C)c1	-5	-2.8	-7	-2.3	?	.	1	7	-5
CCCc1nc(SCC(=O)N2CCC(Cc3ccccc3)CC2)c2c(=O)n(C)c(=O)n(C)c2n1	6	-3.1	-4	-2.0	-11	-1.5	1	4	-3
Cc1ccccc1NC(=O)C12CC3CCC1(C)C3(C)CO2 (stereo not given)	-6	-0.1	-6	-0.8	-4	.	-2	-1	-1
CC1Oc2ccccc2N(CC(=O)NC2CCCCC2)C1=O (stereo not given)	10	-0.7	3	-1.9	-12	1.5	9	10	5
O=[N+]([O-])c1ccc(Oc2ccc(S(=O)(=O)N3CCOCC3)cn2)cc1	5	-3.4	-12	0.8	5	0.9	2	-4	-9
CC(C)CC(=O)Nc1ccc2oc(-c3cccnc3)nc2c1	1	-2.2	-2	-3.3	-10	13	-2	129*	-2
Oc1ccccc1N=Nc1nc(-c2ccccc2)c(-c2ccccc2)[nH]1	-14	2.8	-47	-2.9	-22	-1.2	-3	-8	7
CN1CCC(=O)N([C@H](COc2ccccc2)Cc2ccccc2)CC1	-1	-1.4	4	-1.2	2	-0.1	7	-5	-12
CCCCNC(=O)N1CCN(c2ccccc2OCC)CC1	-3	-0.8	-3	1.7	0	.	3	5	5
Cn1c(=O)c(=O)n(C)c2cc(S(=O)(=O)NCc3ccc(Cl)cc3)ccc21	5	-1.7	5	-0.6	2	.	1	7	2
O=C1CCC2(O)C3Cc4ccc(O)c5c4C2(CCN3Cc2ccoc2)C1O5 (stereo not given)	.	-0.2	9	.	0	-1.2	2	0	7
O=C(CCNS(=O)(=O)c1ccccc1)NCCCSc1ccccc1	3	-4.6	0	-0.3	-3	-0.5	-1	-1	-1
Cc1ccc(C(O)c2ncc(-c3ccccc3F)[nH]2)cc1F (stereo not given)	.	-2.0	8	.	-8	2.6	.	1	0
CC(=O)NC12CC3CC(C1)CC(C(=O)Nc1cccc(S(=O)(=O)N4CCCCCC4)c1)(C3)C2	.	-3.6	2	.	3	0.5	-1	1	-5
Cc1cc(NC(=O)C2CC(=O)N(c3cccc(Cl)c3)C2)no1 (stereo not given)	1	-4.9	6	-1.0	1	3.4	-11	-2	-7
Cc1nn(-c2ccccc2)c(C)c1/C=N\NS(=O)(=O)c1ccc(Cl)cc1	1	-1.8	-3	-2.4	-15	7.0	-6	0	7

SMILES	Rv3671c inh	FadD28 FP inh	PrPC surface inh	Mtb UGM inh	BoNT F protease	Mtb BioA inh	MazF activator	FBA Mtb inh	GDH-TPI counter
COc1ccc(-c2onc3ccc(C(=O)/C=C/N(C)C)cc23)cc1	-24	-2.5	2	1.7	45*	-2.2	-6	9	20
CC(C)(C)CNC(=O)c1cccc2c1C(=O)c1ccc(-c3cc4ccccc4o3)cc1S2(=O)=O	-17	-3.0	-7	2.9	4	-3.0	-98	4	5
O=C(CC1C(=O)NCCN1Cc1ccccc1C(F)(F)F)NCCN1CCOCC1 (stereo not given)	-5	0.1	7	0.0	-3	-3.1	3	1	6
NC(=O)CSc1c[nH]c2ccccc12	0	-1.2	1	-2.6	-2	-0.4	6	-1	-6
CCCN(CC(=O)Nc1ccccc1OC)C(=O)CNC(=O)c1ccc(C)s1	.	-1.8	-4	.	9	-0.5	-1	-1	1
CCOc1cccc(-c2cc(NCCc3ccccn3)n3nccc3n2)c1	.	-1.3	6	.	-49	0.1	.	35*	7
Cc1cccc(N2CN(Cc3cccnc3)CNC2=S)c1C	-3	-0.7	9	-0.4	3	-0.2	-7	1	5
CCOc1ccc(OCC(=O)N2CCC3(CC2)CC(=O)c2ccccc2O3)cc1	5	-1.0	-11	-1.8	25	3.5	2	7	8
CN(Cc1c(C(=O)N/N=C/c2cccc(F)c2)nnn1-c1nonc1N)C1CCCCC1	-23	0.0	0	0.6	4	-3.4	14	2	8
COc1ccc(/C=C/C(=O)Nc2cccc(S(=O)(=O)N3CCOCC3)c2)cc1OC	.	-5.8	0	.	-8	-0.3	-12	6	25
COc1ccc(C2=CC3=C(Br)C(=O)C(C)(OC(=O)c4cccs4)C(=O)C3=CO2)cc1 (stereo not given)	0	16*	5	-0.3	0	-2.4	-33	2	11
Cc1ccc(N2CCN(S(=O)(=O)N3CCCCCC3)CC2)cc1Cl	3	0.6	3	1.9	2	0.3	1	0	8
CCc1nnc(NC(=O)CSc2nnc(C3CCCCC3)n2-c2cccc(Cl)c2)s1	1	-4.4	0	2.0	6	2.3	5	2	7
O=C(Cc1ccccc1)NCCSCc1ccccc1	-2	-0.6	0	-0.9	-6	.	9	-2	-1
CCN(CC(=O)N1CCC(C(N)=O)CC1)S(=O)(=O)c1cc(Cl)ccc1Cl	.	-3.1	-4	.	4	0.1	-2	0	19
CCOC(=O)C1(CC)NC(c2ccc(OC)c(OC)c2)C2C(=O)N(c3cccc(C(C)=O)c3)C(=O)C21 (stereo not given)	-1	-4.0	-5	1.9	?	10	10	0	-4
CCOC(=O)N1CCN(CC(=O)Nc2c(C(=O)OC)[nH]c3ccccc23)CC1	-5	0.8	-2	0.0	-8	0.9	9	10	0
CC(NC(=O)Cn1cnc([N+](=O)[O-])n1)c1ccccc1 (stereo not given)	3	-1.6	-11	-0.5	-56	-0.5	1	-1	-3
COc1ccc(C(=O)c2coc3ccc(OC(C)=O)cc23)cc1	-17	-2.1	-5	2.6	-12	1.1	11	-2	5
COc1ccc(CC2(CO)CCN(Cc3cnn(C)c3)CC2)cc1	.	-0.8	-8	.	10	.	12	2	4
O=C(CCN=C1NS(=O)(=O)c2ccccc21)OCc1ccccc1	-11	-0.4	-1	.	?	0.0	-6	7	14
Cc1c(C#N)c2ccccc2n1C	6	-1.1	-3	4.7	-4	.	5	4	-2
COc1cc(C(=S)N2CCOCC2)ccc1OS(=O)(=O)c1ccc(NC(C)=O)cc1	-12	-3.8	3	2.2	-4	.	8	-2	-6
CCOC(=O)COc1nc(-c2ccccc2)cc(-c2ccco2)c1C#N	-11	-3.1	1	-2.6	?	.	-10	58*	13
O=C(c1ccc([N+](=O)[O-])cc1)N1CCSC1c1ccccc1 (stereo not given)	-4	0.0	-17	-1.8	1	.	0	-3	18
COc1ccc(NS(=O)(=O)c2cccc(C(=O)N3CCN(Cc4cc(OC)ccc4OC)CC3)c2)cc1	-5	-1.4	-1	3.4	.	0.3	-7	-1	6
COc1ccc(C(=O)COC(=O)CCN=C2NS(=O)(=O)c3ccccc32)c(OC)c1	-7	-2.9	-1	-0.2	.	.	-16	1	6
COc1cccc(NC(=O)Cc2csc(NC(=O)Nc3ccccc3OC)n2)c1	-13	-7.3	9	0.7	1	1.3	1	-2	4
COc1ccc(NC(=O)c2nc[nH]c2C(=O)NCC(=O)OC(C)(C)C)cc1	3	-3.1	6	-0.8	-8	4.9	-2	-1	12
CCSCCOC(=O)C1=C(C)NC(=O)NC1c1ccc2c(c1)OCO2 (stereo not given)	-1	-4.6	19	1.4	-4	7.7	5	-3	5

SMILES	Rv3671c inh	FadD28 FP inh	PrPC surface inh	Mtb UGM inh	BoNT F protease	Mtb BioA inh	MazF activator	FBA Mtb inh	GDH-TPI counter
Cc1noc(C)c1C(=O)N1CCN(S(=O)(=O)c2cccs2)CC1	-7	-0.1	-2	8.9	12	-0.5	7	1	3
CCOc1cc(C=O)ccc1OCC(=O)N1CCCC1	5	-3.1	-1	-3.5	-1	.	1	-2	-9
Oc1cc(Br)ccc1C=Nc1ccc(N2CCCCC2)cc1	-7	-2.6	-2	-0.1	-70	4.0	-47	1	-2
Cc1ccc(S(=O)(=O)N2[C@@H](c3ccccc3F)C(C(=O)O)=CC[C@H]2c2cccc(C)c2)cc1	0	0.0	8	4.9	-4	-0.2	3	2	4
CCN1C(=O)[C@H]2[C@@H](c3ccc(C)cc3)N3C(=O)N(c4ccc(C)cc4)C(=O)[C@@]3(C)[C@H]2C1=O	7	-1.2	-5	1.6	-6	-0.9	3	-1	-2
OCCCNCc1ccc(N(c2ccccc2)c2ccccc2)cc1	9	-3.9	-1	4.9	-21	-0.2	4	-4	4
CCS(=O)(=O)c1nc(S(=O)(=O)c2ccc(Cl)cc2)c(N2CCCC2)s1	-18	-1.9	2	2.5	-4	-0.3	6	-1	19
COc1ccc2[nH]c3c(c2c1)CCN1C(=O)C(CC(=O)NCCCn2ccnc2)C[C@H](C(=O)N2CCCCC2)[C@@]31C (stereo not given in full)	.	-1.6	5	.	-7	-0.4	4	2	3
O=C(Nc1cc(Cl)ccc1N1CCOCC1)c1cnccn1	-7	-0.6	-2	0.0	12	0.6	6	0	12
COc1ccc(N2CCN(C(=O)C3(C)CC3(Cl)Cl)CC2)cc1 (stereo not given)	-7	1.1	3	-0.5	-1	.	-2	2	4
CC1(C)CC2CC(C)(CN2C(=O)C23CCC(C)(C(=O)O2)C3(C)C)C1 (stereo not given)	-4	-1.3	-6	-0.3	0	0.3	1	1	0
CC(C)CCN1C(=O)CC(NNC(=O)c2ccc(S(=O)(=O)N3CCCC3)cc2)C1=O (stereo not given)	-19	-0.1	-1	1.0	-3	-0.3	-2	-1	8
CCOc1ccc(NC(=O)c2ccco2)cc1S(=O)(=O)N1CCCC1	0	-2.4	1	-1.9	-4	-0.3	1	1	12

Only FadD28 FP inh, for 2 of the compounds above:
structure	FadD28 FP inh
COc1ccc(N2CCN(C(=O)C3(C)CC3(Cl)Cl)CC2)cc1 (stereo not given)	1.1
CC1(C)CC2CC(C)(CN2C(=O)C23CCC(C)(C(=O)O2)C3(C)C)C1 (stereo not given)	-1.3

Assay outcomes (PubChem BioAssay)

Hits appear at their usual frequency, and some 4.8% of all compounds hit somewhere here.
